CHRM1 agonist: human M1 muscarinic receptor agonism; P11229; CHO-K1 hM1, Fluo-8 calcium fluorescence, agonist mode; 0% DMSO, 100% acetylcholine EC100; activation, % at 3 µM; 360,000 compounds, 0.33% hits; AID 588814;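 active = activation above the run's mean compound activation plus 3 SD, cut at about 16% in these data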;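 also: peak over basal fluorescence ratio within a 140 s kinetic read after compound addition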
Target sequence (P11229 whole entry, looked up): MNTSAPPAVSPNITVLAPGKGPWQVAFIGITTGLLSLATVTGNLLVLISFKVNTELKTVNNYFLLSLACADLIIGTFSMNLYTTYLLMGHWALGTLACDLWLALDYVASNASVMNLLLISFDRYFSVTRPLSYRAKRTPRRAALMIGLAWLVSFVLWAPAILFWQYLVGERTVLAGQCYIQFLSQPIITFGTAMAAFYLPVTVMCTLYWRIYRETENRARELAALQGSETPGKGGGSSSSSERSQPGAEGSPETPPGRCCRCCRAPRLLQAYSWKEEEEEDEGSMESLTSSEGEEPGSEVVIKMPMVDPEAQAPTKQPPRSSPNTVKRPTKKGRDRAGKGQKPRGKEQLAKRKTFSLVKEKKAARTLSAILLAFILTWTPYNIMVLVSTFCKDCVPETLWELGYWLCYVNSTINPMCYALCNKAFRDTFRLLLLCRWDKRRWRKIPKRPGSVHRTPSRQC
M1 antag: blocks human M1 muscarinic receptor; P11229; CHO-K1 hM1, Fluo-8 calcium fluorescence, ACh EC80 antagonist; inhibition, % at 3 µM; 360,000 compounds, 1.3% hits; AID 588852;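 active = percent inhibition above its own plate's cutoff, namely the mean of that plate's compound wells plus 3 SD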;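 also: peak over basal fluorescence ratio during 140 s after agonist addition; 0% = ACh EC80 plus DMSO and 100% = DMSO alone without agonist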
CHO parental Ca: signal in parental CHO cells, OX1R antagonist counter-screen; inhibition, % at 5.6 µM; 330,000 compounds, 0.63% hits; parental CHO-K1, ATP-induced calcium, Fluo-8 fluorescence;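 active = inhibition above that plate's mean sample inhibition plus 3 SD, cut at about 26% in these data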;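 also: 0% = ATP-challenged DMSO wells and 100% = DMSO wells without ATP; some compounds past the cut are filed as inactive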
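material = parental CHO cells | also added = ATP as calcium-mobilizing challenge | dosing = single point at 5.6 µM | detection = intracellular calcium via Fluo-8 no-wash fluorescent dye | read-out = % inhibition | benchmarks = low control ATP plus DMSO, high control DMSO only | repeats = one well per compound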
CHO-K1 Ca antag: M1 antagonist counterscreen hit in parental CHO-K1 cells | ATP-induced calcium, Fluo-8 fluorescence | AID 602250 | inhibition, % at 3 µM | 360,000 compounds, 0.6% hits;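 active = inhibition above a per-plate cutoff, the plate's mean sample inhibition plus 3 SD, cut at about 24% in these data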;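 also: 0% = DMSO plus EC80 ATP and 100% = DMSO alone without ATP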
CHO-K1 Ca PAM: nonselective activator or artifact in parental CHO-K1 calcium assay | ATP EC20, Fluo-8 calcium fluorescence; 0% at ATP EC20, 100% at ATP max | 360,000 compounds, 0.02% hits | activation, % at 3 µM;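 active = activation above the run cutoff, the mean activation of all test compounds plus 3 SD, cut at about 40% in these data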;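 also: peak over basal fluorescence ratio in a 140 s read after ATP addition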
CHO-K1 Ca ag: counter-screen for M1 agonists: effect in parental CHO-K1 cells; AID 602248; 360,000 compounds, 0.48% hits; activation, % at 3 µM; Fluo-8 calcium fluorescence; scaled to maximal ATP response, vehicle zero; in the data active = activation above about 15%;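 also: untransfected CHO-K1 host cells lacking M1 receptor as counterscreen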
TAAR1 antag: human TAAR1 antagonism; 360,000 compounds, 1.5% hits; AID 624466; Q96RJ0; inhibition, % at 3 µM; CHO RD-HGA16 TAAR1, Fluo-8 calcium fluorescence, antagonist;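 active = inhibition above a per-plate cutoff, the mean inhibition of test compounds on that plate plus 3 SD, cut at about 49% in these data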;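 also: 0% = DMSO plus EC80 beta-PEA response and 100% = DMSO alone without agonist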
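Test system – hTAAR1-expressing CHO RD-HGA16 cells, Gα16-coupled · Reagent – β-PEA at EC80 concentration, post-compound challenge · Compound dosing – 3 µM, single point · Timing – 140 s kinetic read after compound, 140 s after agonist · Detection – Fluo-8 intracellular calcium dye fluorescence, real-time kinetic reads · Control set – DMSO and EC80 PEA controls · Repeats – n of 1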
OXTR potentiate: human OXTR potentiation; AID 2445; CHO-OTR cells, Fluo-8 calcium fluorescence, potentiator mode; 0% = oxytocin EC15, 100% = EC100; 320,000 compounds, 0.061% hits; activation, % at 3 µM;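 active = activation above that plate's cutoff, the mean activation of tested compounds plus 3 SD, cut at about 6.6% in these data, passing the limit was not always enough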;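 also: 100% uses oxytocin at 75 nM as the full agonist control; some results filed as inactive read as strong as hits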
Target sequence (P30559 whole entry, looked up): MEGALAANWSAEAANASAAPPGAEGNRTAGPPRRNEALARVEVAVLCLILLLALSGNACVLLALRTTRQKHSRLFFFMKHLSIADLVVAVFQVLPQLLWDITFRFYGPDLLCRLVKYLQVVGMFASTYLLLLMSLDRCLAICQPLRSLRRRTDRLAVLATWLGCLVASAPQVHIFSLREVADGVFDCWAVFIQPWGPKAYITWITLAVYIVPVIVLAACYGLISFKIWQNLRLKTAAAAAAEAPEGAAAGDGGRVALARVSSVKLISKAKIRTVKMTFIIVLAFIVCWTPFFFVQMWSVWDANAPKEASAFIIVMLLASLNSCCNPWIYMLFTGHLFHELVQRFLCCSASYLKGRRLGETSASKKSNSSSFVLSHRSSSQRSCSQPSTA
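Replication – single well per compound, singlicate · Assay system – CHO cell line stably expressing human OTR · Timing – 6 min pre-incubation, 100 s read · Measure – normalized max/min fluorescence ratio, % activation · Doses – 3.0 µM, one dose · Detection – Fluo-8 calcium dye fluorescence · Probe or stimulus – oxytocin near EC15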
TAAR1 ag: agonists of human TAAR1 | AID 624467 | 360,000 compounds, 0.99% hits | activation, % at 3 µM | Q96RJ0 | CHO RD-HGA16 TAAR1, Fluo-8 calcium fluorescence; vehicle wells 0%, saturating PEA agonist 100%;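 active = activation above the mean activation of all test compounds in the run plus 3 SD, cut at about 38% in these data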
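Test system: RD-HGA16 (CHO) cells co-expressing Gα16 and hTAAR1 / Benchmarks: DMSO vehicle as 0%, PEA at EC100 as 100% / Repeats: no replicates (n 1) / Measure: % activation from peak over basal fluorescence ratio, DMSO-to-PEA scaled / Timing: 17-24 h plating, Fluo-8 75 min 37 °C, 30 min RT / Technique: kinetic Fluo-8 calcium fluorescence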
The depositor's hits bear a star; / = no result given. Compounds as they come, and some 4.2% of all compounds hit somewhere here.

SMILES | CHRM1 agonist | M1 antag | CHO parental Ca | CHO-K1 Ca antag | CHO-K1 Ca PAM | CHO-K1 Ca ag | TAAR1 antag | OXTR potentiate | TAAR1 ag
Cc1ccc2c(c1)C(=O)c1ccccc1CS2=O (stereo not drawn) | -7 | -2 | -10 | -3 | -1 | 0.0 | -12 | 2 | 1
Cc1ccc(OCCC(=O)OC(C)C(=O)Nc2c(C)n(C)n(-c3ccccc3)c2=O)cc1 (stereo not drawn) | -5 | -4 | -21 | 2 | -10 | -0.8 | -9 | 6 | 3
Cc1ccc(C2C(C#N)=C(N)SC(N)=C2C#N)cc1 | 8 | 10 | / | 4 | 2 | 7.6 | 48 | / | 50*
Cc1ccc(Cn2cccc2/C=N/NC(=S)Nc2ccc(C)cc2)cc1 | 1 | -18 | -9 | 11 | -19 | -0.5 | -14 | -18 | 1
Cc1ccc2c(c1)[C@@H]1CN(C)CC[C@@H]1N2S(=O)(=O)c1ccc(F)cc1 | -4 | 5 | -15 | -9 | 6 | 1.4 | -11 | -21 | 2
CCOC(=O)C1CCN(Cc2ccc(O)c(OC)c2)CC1 | -5 | -5 | -6 | 14 | -6 | -0.5 | 4 | 3 | 5
O=C(CN1CCOCC1)N1c2ccccc2Sc2ccccc21 | -8 | 10 | -6 | -9 | 21 | 3.2 | 12 | -3 | 2
O=C(O)C1Sc2[nH]c(=O)sc2C2c3cc(Cl)ccc3OC(=O)C12 (stereo not drawn) | -4 | -11 | 2 | 5 | 2 | -0.1 | -6 | -3 | 15
O=C(Cn1ncc2ccccc2c1=O)Nc1cccc(C(F)(F)F)c1 | -4 | 1 | / | -10 | -1 | 0.3 | -4 | / | 1
Cc1cc(C(=O)CSc2nnc(C3COc4ccccc4O3)n2C)c(C)n1-c1ccc(F)cc1 (stereo not drawn) | -3 | -8 | -20 | 6 | -5 | -0.4 | 10 | -17 | 2
CCOc1ccc(-n2c(SCC(=O)N3CCC(C(=O)O)CC3)nc3ccccc3c2=O)cc1 | -4 | -1 | 11 | -10 | -2 | 0.2 | -18 | 4 | -3
O=C1C2C3CC(C2C(=O)N1c1cccc(Cl)c1)[C@H](O)C3O (stereo partly drawn) | 1 | -8 | 0 | 17 | -17 | 0.0 | -4 | -7 | 1
CCOC(=O)c1ccc(NC(=S)NCc2ccccc2)cc1 | 1 | 13 | 14 | 12 | -6 | 10 | 17 | -14 | 6
C=CCNC(=S)NCc1ccccc1OC | -13 | -5 | -5 | -13 | 8 | 0.9 | -4 | -8 | 4
Cc1ccc(NS(=O)(=O)c2ccc(C(=O)NCC(c3ccco3)N3CCCCC3)cc2)cc1 (stereo not drawn) | 8 | 11 | -4 | 5 | 13 | 18* | 63* | -17 | 91*
C=C(C)CN(CC)c1nc(N)c(C#N)c(CC#N)c1C#N | -2 | -7 | -19 | 5 | 6 | 2.5 | 2 | 0 | 19
CCN(Cc1ccccc1)C(=O)CN1C(=O)COc2ccc(S(=O)(=O)NC3CCCC3)cc21 | -2 | -15 | -13 | -13 | 15 | 1.1 | 7 | -7 | 0
O=C(Nc1nnc(-c2ccco2)o1)C1CCCCC1 | -1 | -7 | -4 | 5 | -3 | 0.2 | 10 | -4 | 0
CC1(c2cccc(Br)c2)NC(=O)N(CC(=O)c2ccc3c(c2)OCO3)C1=O (stereo not drawn) | 1 | -13 | / | -3 | 7 | 2.0 | 11 | / | 9
O=C(NCCc1ccc(Cl)cc1)c1cccc(NC2=NC3CS(=O)(=O)CC3S2)c1 (stereo not drawn) | -4 | 3 | -9 | -1 | 12 | 0.6 | -5 | -3 | 0
O=C(NCc1ccc(F)cc1)C1CCN(S(=O)(=O)c2cccc3nonc23)CC1 | -6 | -1 | 9 | -10 | 9 | 5.3 | 1 | 0 | 3
c1ccc2c(c1)nc1n2CCN1CCNC1CCCCC1 | -9 | -8 | -6 | -9 | 3 | -0.2 | 14 | -12 | 8
O=C(N/N=C/c1c(F)cccc1Cl)c1ccc(Cn2cc(Br)cn2)o1 | -5 | -9 | -14 | 2 | 2 | 1.4 | 12 | -9 | 6
COc1ccc(C2=Nc3ccccc3NC(=O)C2N(C(=O)c2cnc(C)cn2)c2ccc(N3CCOCC3)cc2)cc1 (stereo not drawn) | -6 | -1 | / | 4 | 17 | 0.5 | -17 | / | 3
Cc1c(C(=O)OCC(=O)NCC2CCCO2)oc2ccccc12 (stereo not drawn) | -6 | -15 | -4 | -12 | 15 | 2.1 | -6 | 1 | 0
COC(=O)c1cnc2c(C(F)(F)F)cccc2c1OC | -3 | -34 | -4 | -13 | 20 | 0.3 | 6 | -2 | 13
COc1cc(/C=N/NC(=O)CN(Cc2ccccc2)S(=O)(=O)c2ccc3c(c2)OCCO3)ccc1O | -5 | 10 | -19 | -5 | 23 | 4.0 | 39 | -16 | 7
CCOCCCNc1nc2c(-c3ccccc3)nnn2c2ccccc12 | -1 | -8 | -7 | 2 | 11 | 0.6 | -3 | -7 | 0
NC(=O)CC(NC(=O)Cc1cccc2ccccc12)c1ccc(NC2CCCCC2)c([N+](=O)[O-])c1 (stereo not drawn) | -2 | -8 | -19 | -18 | 21 | 1.1 | 0 | -3 | 8
O=C(NCCCn1ccnc1)Nc1ccc(Cl)cc1 | -6 | 0 | -6 | -16 | 7 | 1.5 | 8 | -6 | 15
COc1ccc(S(=O)(=O)N(C)CC(=O)N2CCC(C(N)=O)CC2)cc1 | -4 | -6 | -9 | -6 | 5 | 0.1 | -10 | -7 | 3
O=C(NCC(=O)N(c1ccccc1F)C(C(=O)NC1CCCC1)c1ccncc1)c1ccco1 (stereo not drawn) | 0 | -32 | -7 | -3 | 12 | -0.4 | -7 | 5 | 2
C=C(C)COc1ccc(-c2n[nH]c(C)c2-c2ccccc2)c(O)c1 | -2 | -7 | 37 | 4 | 1 | -0.1 | 10 | -12 | -1
NCCCC[C@@H](C(=O)N1CCNCC1)n1cc(CN)nn1 | -1 | 14 | -5 | -5 | -15 | 0.2 | 7 | -1 | 2
Cc1cc(/C=C2/NC(=O)NC2=O)c(C)n1-c1cccnc1 | -8 | -5 | -2 | 6 | 12 | 10 | -10 | 0 | 3
O=C(CCl)N1CCN(S(=O)(=O)Cc2ccccc2)CC1 | -4 | -13 | -8 | -2 | -14 | -0.4 | -15 | -7 | 2
COc1ccc(NC(=O)C(=S)NC2CCCCC2)cc1 | -5 | 5 | 2 | 2 | 5 | 0.1 | -51 | -13 | 4
CCOc1ccc(CC(=O)NCC(=O)NCc2cc(=O)n(C)c(=O)n2C)cc1 | 0 | -11 | -7 | -12 | 14 | 1.2 | -6 | -5 | 2
COc1ccc(N(CC(=O)NCc2ccccc2Cl)S(=O)(=O)c2c(C)noc2C)cc1 | -1 | -2 | -7 | -6 | -6 | 6.5 | 9 | -14 | -1
Cc1ccn(Cc2n[nH]c(=S)n2Cc2ccccc2)n1 | -5 | 0 | 13 | 0 | 20 | 0.2 | 12 | -12 | 13
COc1ccc(N2CCN(C(=O)CCc3ccc(S(=O)(=O)NCC(C)C)cc3)CC2)cc1 | 4 | 4 | -4 | 11 | -4 | 7.1 | -8 | -16 | 16
CCNC(=O)C1(C)CCCN1C(=O)c1cc(C)on1 (stereo not drawn) | -1 | -13 | / | -9 | 14 | 0.3 | 2 | / | 2
O=C(Nc1ccccc1C(=O)O)c1cc(S(=O)(=O)N2CCCCC2)c(Cl)cc1Cl | 3 | -1 | -14 | -18 | 8 | -1.0 | -54 | -7 | -6
COc1cccc(CNC(=O)Cc2ccc(Br)cc2)c1 | -6 | -2 | -11 | 0 | 5 | -0.1 | -8 | -4 | 9
O=C(C1CCN(S(=O)(=O)c2cnc[nH]2)CC1)N1CCc2ccccc2C1 | -3 | -16 | -1 | -7 | 14 | -0.1 | -4 | -6 | 6
CCNC(=O)NC(=O)CSc1ccc(NC(C)=O)cc1 | -1 | -24 | -5 | -9 | 14 | 0.3 | 4 | -10 | 8
CCN(CC)CCCNc1nc(-n2nc(C)cc2C)nc2sc3c(c12)CC(C)(C)OC3 | -8 | -9 | -25 | -6 | 16 | -0.1 | -3 | -2 | 1
CCn1c(O)c2ccc(C(=O)N=NC(=O)c3ccccc3)cc2c1O | -1 | -9 | 1 | 0 | 6 | 0.4 | -1 | -8 | 2
O=C(Cn1c(=O)n(Cc2ccccc2)c(=O)c2ccccc21)NCc1ccco1 | -1 | 5 | -19 | -28 | 23 | 0.7 | -8 | -12 | 1
C=CCNC(=O)c1cc2cc(Cl)ccc2nc1N | / | / | / | -2 | -2 | 0.6 | 8 | / | 1
O=C(O)CNC(=O)C1(N2C(=O)c3ccccc3C2=O)CCCC1 | -1 | -24 | / | -20 | 31 | 1.5 | -8 | / | 1
O=C(CSc1n[nH]c(-c2ccc(S(=O)(=O)NC3CCCCC3)cc2)n1)N1CCCC1 | -3 | -29 | -7 | -23 | -5 | 0.3 | -10 | 2 | 4
O=C1NC2(CCCCCC2)N=C1c1ccc(Br)cc1 | -2 | -8 | -20 | 0 | -11 | 0.1 | -5 | 1 | -3
O=C(Nc1ccc(S(=O)(=O)N2CCOCC2)cc1)c1cc(-c2ccccc2O)n[nH]1 | 1 | 26 | -12 | 3 | 7 | 9.3 | 54* | -6 | 19
CC(C)Cc1nnc(NC(=O)CSc2nc(=O)cc(N)n2-c2ccccc2)s1 | -3 | 2 | -5 | -13 | 28 | 1.7 | 4 | -4 | 4
O=C(NNC(=O)c1cc(-c2ccccc2Cl)nc2ccccc12)c1csc(N2CCOCC2)n1 | -2 | -13 | -29 | 1 | -9 | 2.3 | 19 | 3 | 3
O=C(CSc1ncccn1)Nc1ccc2c(c1)OCO2 | -2 | -10 | -9 | -16 | 11 | 0.8 | -6 | -1 | 1

Already shown: an excerpt of the list.
SMILES | CHRM1 agonist | M1 antag | CHO parental Ca | CHO-K1 Ca antag | CHO-K1 Ca PAM | CHO-K1 Ca ag | TAAR1 antag | OXTR potentiate | TAAR1 ag
O=C(Cn1c(=O)n(Cc2ccccc2)c(=O)c2ccccc21)NCc1ccco1 | -1 | 5 | -19 | -28 | 23 | 0.7 | -8 | -12 | 1
C=CCNC(=O)c1cc2cc(Cl)ccc2nc1N | / | / | / | -2 | -2 | 0.6 | 8 | / | 1

Source: PubChem
